PKM2 activator: qHTS Assay for Activators of Human Muscle isoform 2 Pyruvate Kinase; purified PKM2, Kinase-Glo ATP luminescence, activation; response scale: 0% is enzyme alone, no compound; Potency, µM (titrated, usually from 57.5 µM), inactives show at the top dose activation, most hits filed as activators; 0.34% of 260,000 active; AID 1631, 2009; further: potency means the concentration at half of the fitted maximal effect; nearly all actives have a fitted effect of over 55% in size
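ATP formation by purified human PK-M2, quantified via coupled luciferase luminescence after 1 h at room temperature with 0.1 mM ADP and 0.5 mM PEP final.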
uPA surface inh: qHTS for Inhibitors of Cell Surface uPA Generation. cell surface uPA generation assay, qHTS. Potency, µM (titrated, usually from 38.3 µM), for inactives: at the top dose activity change, negative = inhibition, usual class: inhibitors. 0.31% of 330,000 active. AID 540303, 2011; active means well fitted inhibition curve with a large enough effect; inconclusive means small, poorly fitted or top-dose-only effect; inactive means no such curve, though single readings can be large or run the other way; tested in mouse RAW 264.7 cells; further: potency means the concentration at half of the fitted maximal effect; nearly all actives have a fitted effect of over 55% in size
KCNH2 3.1 block: qHTS for Inhibitors of KCHN2 3.1: Mutant qHTS; Potassium voltage-gated channel subfamily H member 2, brain isoform KCNH2 3.1 (human); U2OS KCNH2 3.1, thallium flux FluxOr; hits give low values; activity change, % (tested at about 1.8 µM); 0.95% of 340,000 active; AID 720553, 2013;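 active means maximum activity change below -70%; inconclusive means maximum activity change from -70% to -50%; inactive means maximum activity change above -50%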;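 further: thallium influx rate constant from kinetic fluorescence after stimulation buffer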
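Normalized rate constant (relative to positive and negative DMSO controls) derived from a 2 min kinetic fluorescence read after stimulation; U2OS cells expressing the 3.1 isoform via virus at 1.77 x 10^8 /mL.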
Eya2 inh: qHTS Assay for Inhibitors of the Phosphatase Activity of Eya2 | Potency, µM (highest dose often 76.9 µM), for the others: at the top dose activity, negative = inhibition, most hits filed as inhibitors | 0.006% of 330,000 active | recombinant Eya2, OMFP fluorescence dephosphorylation (OMFP is methylfluorescein phosphate) | AID 488837, 2010 | Protein phosphatase EYA2 (Homo sapiens), O00167; further: potency means the concentration at half of the fitted maximal effect
Target sequence (O00167 whole entry, looked up): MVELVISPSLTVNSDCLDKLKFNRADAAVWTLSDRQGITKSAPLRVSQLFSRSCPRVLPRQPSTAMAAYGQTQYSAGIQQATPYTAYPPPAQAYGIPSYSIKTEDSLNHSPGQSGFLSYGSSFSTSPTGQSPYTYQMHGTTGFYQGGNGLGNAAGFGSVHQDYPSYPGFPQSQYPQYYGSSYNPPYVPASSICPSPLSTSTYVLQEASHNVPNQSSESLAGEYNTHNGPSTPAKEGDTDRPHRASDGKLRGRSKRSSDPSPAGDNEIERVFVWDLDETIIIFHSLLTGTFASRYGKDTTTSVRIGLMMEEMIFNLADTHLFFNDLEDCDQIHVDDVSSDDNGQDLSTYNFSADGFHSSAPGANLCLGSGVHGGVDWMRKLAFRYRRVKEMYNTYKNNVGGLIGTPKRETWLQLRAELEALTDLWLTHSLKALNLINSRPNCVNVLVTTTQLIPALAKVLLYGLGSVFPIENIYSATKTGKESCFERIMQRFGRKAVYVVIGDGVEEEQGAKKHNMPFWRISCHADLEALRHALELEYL
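Eya2 protein (added as 0.2 uM solution) was preincubated with compound for 10 min at ambient temperature in 50 mM HEPES pH 7.5, 50 mM NaCl, 5 uM MgCl2, 0.05% BSA, 1 mM DTT. OMFP (added at 50 uM) then reacted 10 min; fluorescence read at 485/525 nm.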
hERG WT inh: qHTS for Inhibitors of KCHN2 3.1: Wildtype qHTS | activity change, % at 1.84 µM | 0.37% of 340,000 active | AID 720551, 2013 | U2OS, BacMam KCNH2, thallium flux FluxOr; hits give low values;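 active means maximum activity change below -70%; inconclusive means maximum activity change between -70% and -50%; inactive means maximum activity change above -50%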
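U2OS cells transduced with wild-type KCNH2 virus are loaded with FluxOr dye for 45 min, and thallium flux is measured in kinetic reads before and after stimulation buffer. Rate constants are normalized to DMSO controls.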
USP2a inh: qHTS Assay for Inhibitors of Ubiquitin-specific Protease USP2a Using CHOP2 as the Reporter; Potency, µM (doses to about 38.3 µM), without a hit: at the highest dose activity change, negative = inhibition, most hits filed as inhibitors; Ubiquitin carboxyl-terminal hydrolase 2 (Homo sapiens), O75604; USP2 core, Ub-CHOP2 coupled fluorogenic reporter, 485/531; AID 463254, 2010; 0.01% of 330,000 active;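 further: potency means the concentration at half of the fitted maximal effect; plate controls were DMSO wells for no effect and full inhibition by NEM control for full effect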
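USP2 core (10nM final) preincubated 30min RT with compound in 20mM Tris-HCl pH 8.0, 2mM CaCl2, 2mM beta-mercaptoethanol, 0.05% CHAPS; 25nM Ub-CHOP2 plus 25nM reporter substrate added, fluorescence (Ex485/Em531) read after 60min.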
B2AR arrestin: qHTS assay of beta-arrestin-biased ligands of beta2-adrenergic receptor; AID 492947, 2010; 0.02% of 330,000 active; Potency, µM (titrated, usually from 46.1 µM), for the others: top-dose activation, actives largely listed as activators; beta-arrestin recruitment to beta2AR, cell-based reporter;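 further: potency means the concentration at half of the fitted maximal effect; 0% = DMSO controls and full agonism = EC100 isoproterenol or metaproterenol; nearly all actives have a fitted effect of over 65% in size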
Target sequence (P07550 whole entry, looked up): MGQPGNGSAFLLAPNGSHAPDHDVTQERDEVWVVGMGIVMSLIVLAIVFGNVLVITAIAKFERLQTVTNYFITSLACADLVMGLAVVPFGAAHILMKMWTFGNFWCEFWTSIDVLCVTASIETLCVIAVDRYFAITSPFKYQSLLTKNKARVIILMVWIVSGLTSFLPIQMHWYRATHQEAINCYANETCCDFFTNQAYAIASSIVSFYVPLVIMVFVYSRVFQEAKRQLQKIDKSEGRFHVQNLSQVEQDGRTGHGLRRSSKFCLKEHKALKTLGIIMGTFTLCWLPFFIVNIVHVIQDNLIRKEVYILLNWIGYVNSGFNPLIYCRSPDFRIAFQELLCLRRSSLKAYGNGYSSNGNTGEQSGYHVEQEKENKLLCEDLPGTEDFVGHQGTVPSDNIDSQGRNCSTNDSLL
Giardia kill: Small Molecules that selectively kill Giardia lamblia: qHTS; activity change, % at 7.66 µM, hits read low; Giardia lamblia trophozoite viability; 0.15% of 340,000 active; AID 540267, 2011; in the data active means activity change below about -80%; inconclusive means between about -30% and that limit;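 further: parasites exposed to compound for two days anaerobically before the ATP read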
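Trophozoite viability was measured as ATP-dependent luminescence, read 15-30 min after reagent addition. Before that, parasites at 100 cells/well were exposed to compounds for 48 h, anaerobically, at 37 deg C.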
GALK inh: qHTS Assay for Inhibitors of Human Galactokinase (GALK) | P51570 | Purified GALK, Kinase-Glo residual ATP luminescence | Potency, µM (top dose mostly 57.5 µM), inactives show top-dose activity change, negative = inhibition, usual class: inhibitors | 0.007% of 270,000 active | AID 1868, 2009; further: potency means the concentration at half of the fitted maximal effect
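The enzyme phosphorylates galactose (100 uM) using ATP (35 uM); inhibition is detected as higher residual ATP, quantified by bioluminescence after 1 h reaction at room temperature, pH 8.0.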
FBPA coupling cs: qHTS Assay for Inhibitors of Fructose-1,6-bisphosphate Aldolase from Giardia Lamblia: Coupling assay counterscreen; activity change, negative = inhibition, % at 58.2 µM, hits read low; coupling enzyme system counterscreen, AmpLite Red fluorescence; 0.67% of 290,000 active; AID 2472, 2010; in the data active means activity change below about -30%
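First, compound is pin-transferred into glyceraldehyde-3-phosphate coupling-enzyme reagent at 57.5 uM final and held 10 min at RT. Next, substrate, coupling system and AmpLite Red are added. After 20 min RT, fluorescence (525/598 nm) is read.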
BCR signal inh: qHTS Assay to Find Inhibitors of Chronic Active B-Cell Receptor Signaling; Potency, µM (highest dose often 46.1 µM), inactives show top-dose ratio change, negative = lower green/red ratio, hits mostly inhibitors; 0.05% of 340,000 active; ABC-DLBCL IkBa-CBG/CBR reporter, luminescence ratio, 4 h; AID 493014, 2011; active means well fitted inhibition curve with a large enough effect in the signal ratio, with a control signal flat, not every such curve was filed as active; inconclusive means small, poorly fitted or top-dose-only effect, or effect the other way, or a change in a side signal; the % refers to the signal ratio;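 further: potency means the concentration at half of the fitted maximal effect; plate controls were basal doxycycline-induced cells for no effect and cells given 10 µM MG132 for full effect; MG132 reads +100%, hits lower the ratio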
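TMD8 ABC-DLBCL cells carrying doxycycline-inducible green luciferase fused to IkappaBalpha plus unfused red luciferase were exposed to compounds (up to 46 uM) for 4 hrs at 37C. Activity came from the overlap-corrected green/red luminescence ratio.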
The depositor's hits bear a star; u = inconclusive; x = no result given; [ ] = dose if it differs, or a comment. Unless noted, the call rests on the fitted dose curve; in most records, active means well fitted curve in the direction sought with a large enough effect; inconclusive means small, poorly fitted or top-dose-only effect, or another doubt; inactive means no such curve, though single readings can be large; an effect the other way counts as inactive or inconclusive. Unless noted, on the % scale 0 is the no-effect control and ±100 the full control effect.

Values run as follows: PKM2 activator | uPA surface inh | KCNH2 3.1 block | Eya2 inh | hERG WT inh | USP2a inh | B2AR arrestin | Giardia kill | GALK inh | FBPA coupling cs | BCR signal inh
1	COC(=O)c1ccccc1NC(=O)CSc1nc(Nc2ccccc2)nc(N2CCOCC2)n1
    -3% | -9% | -17 | 7% | 2 | -8% | 0.2% | 8 | -7% | x | u
2	CC(NC(=O)c1ccc(NC(=O)CC2SC(N3CCCC3)=NC2=O)cc1)c1ccc(F)cc1 (stereo not given)
    x | 10% | -2 | 20% | -20 | 2% | -0.2% | -16 | x | x | -1%
3	O=C(CN(Cc1ccco1)C(=O)CCC(=O)Nc1ccccn1)NCc1ccccc1
    -1% | 3% | 4 | 6% | 4 | -2% | -0.1% | -1 | -2% | 0 | 4%
4	O=C1c2ccccc2CN1C(CO)Cc1ccccc1 (stereo not given)
    x | -4% | 17 | 8% | 8 | -3% | -0.8% | -23 | 1% | 4 | u
5	O=C(NCCOc1ccccc1F)c1cccc(S(=O)(=O)N2CCN(c3ccccc3)CC2)c1
    x | -1% | -28 | 1% | -2 | -2% | 0.2% | -4 | x | x | 3%
6	Cc1noc(/C=C/N(C)C)c1S(=O)(=O)N1CCCC(C(=O)Nc2ccccc2F)C1 (stereo not given)
    x | -26% | 9 | 15% | -4 | -8% | -0.4% | -24 | 7% | -1 | 15%
7	COc1cc2c(cc1OC)C(c1ccc(C)cc1)NC(=O)C2 (stereo not given)
    1% | 10% | 1 | 0% | 18 | 1% | -1.0% | -6 | -6% | 8 | u
8	CCOC(=O)CC(=O)CSc1nc(-c2cccnc2)cc(C)c1C#N
    -2% | 3% | -6 | 0% | 0 | 0% | -0.9% | 5 | 3% | 0 | 7%
9	Cc1cc(C)c(S(=O)(=O)NCC23C=CC(O2)C2C(=O)N(c4ccccc4)C(=O)C23)c(C)c1 (stereo not given)
    28% | -3% | 3 | 9% | 6 | 3% | -0.1% | -29 | -1% | x | 11%
10	O=C(c1ccc(S(=O)(=O)Cc2ccccc2Cl)c([N+](=O)[O-])c1)N1CCOCC1
    x | -16% | 6 | 7% | 1 | -1% | 0.2% | 9 | 1% | -2 | u
11	O=C(NNC(=O)c1ccccc1[N+](=O)[O-])c1ccccc1[N+](=O)[O-]
    -1% | 0% | -3 | 1% | 8 | -1% | 4.4% | -8 | -2% | 1 | u
12	COc1ccc(C2CC(c3ccccc3C)n3nc(N)nc3N2)cc1 (stereo not given)
    -2% | -1% | 3 | 0% | 3 | -1% | -0.4% | u | 0% | 3 | 7%
13	COc1ccccc1C(=O)C1CCCN(Cc2cccc(OCCO)c2)C1 (stereo not given)
    -2% | -19% | -27 | 4% | 0 | 2% | 0.0% | 8 | -5% | -2 | 0%
14	OC(COc1ccc(CN2CCCCO2)cc1)CN1CCCCC1 (stereo not given)
    2% | -2% | 5 | -1% | -2 | 2% | -0.3% | -3 | 3% | 7 | 7%
15	COc1cccc(-c2csc(N3CCN(C(=S)Nc4ccccc4OC)CC3)n2)c1
    3% | -2% | -16 | 2% | -8 | 6% | 0.2% | 9 | -4% | -2 | 4%
16	O=C(O)CCN(Cc1ccccc1)S(=O)(=O)c1ccc(Cl)cc1F
    -40% | -1% | 14 | 26% | 0 | -1% | 0.2% | -2 | 12% | 14 | 5%
17	CC1=C(C(=O)Nc2ccc(C)cc2C)C(c2cccc(Cl)c2)n2nc(C(=O)OC(C)C)nc2N1 (stereo not given)
    -9% | 3% | -6 | 1% | -5 | 3% | -0.6% | -3 | x | 2 | u
18	Cc1ccc(-c2cc(-c3c(C)nn(C)c(=O)c3N)[nH]n2)cc1
    1% | 12% | 1 | 3% | -3 | -1% | -0.2% | -19 | 5% | -1 | -8%
19	O=C(Cn1cnc2ccccc2c1=O)NCC(=O)N1CCOCC1
    4% | 1% | -20 | 4% | 7 | 2% | 0.2% | -2 | -2% | 0 | u
20	C=CCNC(=O)CSc1nnc(-c2cccs2)o1
    7% | -3% | -5 | 12% | -21 | 2% | -0.1% | 0 | -4% | 3 | -2%

Gathered by group: those above containing a Cl atom.
Values run as follows: PKM2 activator | uPA surface inh | KCNH2 3.1 block | Eya2 inh | hERG WT inh | USP2a inh | B2AR arrestin | Giardia kill | GALK inh | FBPA coupling cs | BCR signal inh
10	O=C(c1ccc(S(=O)(=O)Cc2ccccc2Cl)c([N+](=O)[O-])c1)N1CCOCC1
    x | -16% | 6 | 7% | 1 | -1% | 0.2% | 9 | 1% | -2 | u
16	O=C(O)CCN(Cc1ccccc1)S(=O)(=O)c1ccc(Cl)cc1F
    -40% | -1% | 14 | 26% | 0 | -1% | 0.2% | -2 | 12% | 14 | 5%
17	CC1=C(C(=O)Nc2ccc(C)cc2C)C(c2cccc(Cl)c2)n2nc(C(=O)OC(C)C)nc2N1 (stereo not given)
    -9% | 3% | -6 | 1% | -5 | 3% | -0.6% | -3 | x | 2 | u

(cont.)
Values run as follows: PKM2 activator | uPA surface inh | KCNH2 3.1 block | Eya2 inh | hERG WT inh | USP2a inh | B2AR arrestin | Giardia kill | GALK inh | FBPA coupling cs | BCR signal inh
21	COc1ccccc1C(CCNS(=O)(=O)c1ccc(C)cc1)c1ccco1 (stereo not given)
    -12% | -1% | 10 | -15% | x | -3% | 4.0% | -13 | -2% | -1 | -5%
22	N=C1/C(=C\c2ccc(OC(=O)c3ccco3)cc2)C(=O)N=C2SC=NN12
    -5% | 1% | -10 | 14% | -3 | -2% | 0.2% | 3 | 1% | 8 | -9%
23	COc1ccc(CNC(=O)CN(Cc2ccccc2Cl)C(=O)c2csnn2)cc1
    x | -1% | -2 | -2% | 16 | 2% | -0.8% | 4 | 1% | 1 | u
24	COc1ccc(C(=O)NC2CCN(Cc3ccccc3)C2)cc1S(=O)(=O)N1CCOCC1 (stereo not given)
    x | -20% | 13 | -3% | 13 | 2% | 0.1% | 17 | x | x | 7%
25	Cc1noc(C)c1C(=O)OCC(=O)Nc1ccccc1SCC#N
    x | 6% | -5 | -1% | -2 | -3% | -0.2% | 1 | x | x | u
26	S=C(N/N=C1\C2CN3CCN(C2)CC1(c1ccccc1)C3)Nc1ccccc1
    2% | 1% | 1 | 3% | -1 | -2% | -0.7% | -24 | -2% | -7 | u
27	CS(=O)(=O)N(Cc1ccccc1)c1ccc(C(=O)NN=C2CCCCCC2)cc1
    -2% | -56% | -10 | -6% | -4 | -3% | -0.3% | -7 | 0% | 7 | 5%
28	COc1ccc(-n2ccnc2SCC(=O)Nc2ccc(OC)cc2OC)cc1
    0% | -4% | -12 | u | 5 | 1% | -0.3% | -3 | 1% | 0 | -20%
29	Cc1ccc(CN2CCSc3ccc(C(=O)N4CCN(c5ncccn5)CC4)cc32)cc1
    3% | x | 0 | 0% | -4 | 3% | -0.2% | -2 | -3% | -3 | 6%
30	O=S(=O)(c1cccs1)N1CN(C2CCCC2)c2nc3ccccc3nc21
    1% | -3% | 12 | 1% | 4 | 0% | -0.2% | 34[activator] | 1% | 3 | 12%
31	COC(=O)C1Cc2c([nH]c3ccccc23)C(C)N1 (stereo not given)
    0% | -7% | -8 | -4% | 1 | 2% | -0.2% | -6 | 3% | 2 | 13%
32	Cc1cc(Br)c(OCc2ccc(C(=O)N/N=C/c3ccc[nH]3)cc2)c(Br)c1
    x | 0.18µM* | -3 | 5% | -9 | 0% | 0.0% | 0 | x | x | -6%
33	COc1ccc(C2C3=C(NCCN=C3c3ccccc3)C(=O)N2c2ccccc2)c(OC)c1 (stereo not given)
    -5% | 7% | 15 | -30% | 7 | -7% | 1.0% | 32[activator] | -1% | -1 | u
34	NNC(=O)c1cc(C2CC2)nc2ccc(Br)cc12
    x | -1% | -16 | 3% | -8 | 5% | -0.4% | -8 | 4% | 4 | u

Complete entries, quoted from the list. Order of screens: PKM2 activator, uPA surface inh, KCNH2 3.1 block, Eya2 inh, hERG WT inh, USP2a inh, B2AR arrestin, Giardia kill, GALK inh, FBPA coupling cs, BCR signal inh
COc1ccc(CNC(=O)CN(Cc2ccccc2Cl)C(=O)c2csnn2)cc1 across the screens: x, -1%, -2, -2%, 16, 2%, -0.8%, 4, 1%, 1, u
Cc1noc(C)c1C(=O)OCC(=O)Nc1ccccc1SCC#N across the screens: x, 6%, -5, -1%, -2, -3%, -0.2%, 1, x, x, u

Compound activity deposited in PubChem by National Center for Advancing Translational Sciences (NCATS).
